Apaf-1 inh: inhibitors of human Apaf-1 apoptosome. actives 0.71% (n = 330,000). reconstituted apoptosome caspase-3 activity, DEVD-Rh110 fluorescence. inhibition, % at 20 µM; active = inhibition of at least 40% at 20 µM;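 note: plate controls were DMSO wells for no effect and DEVD-CHO caspase inhibitor wells for full effect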
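Material: reconstituted apoptosome with Apaf-1, cytochrome c, caspase-9, procaspase-3, dATP / Buffer or medium: pH 7.5 Hepes buffer with CHAPS, BSA, DTT / Also added: cytochrome c with DEVD-Rh110 / Schedule: compound with Apaf-1, dATP, procaspase-3 30 min, then 50 min reaction, room temperature / Technique: rhodamine 110 fluorescence at Ex 480/Em 540 nm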
APOBEC3G inh: inhibitors of human APOBEC3G DNA deaminase; inhibition, % at 20 µM; AID 493012; recombinant A3G, ssDNA deamination FAM/TAMRA fluorescence; actives 0.28% (n = 330,000);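 active = inhibition of at least 40% at 20 µM, with no more than 30% in the related APOBEC3A deaminase screen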;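 note: plate controls were DMSO wells with A3G for no effect and wells lacking A3G enzyme for full effect; some compounds called inactive have numbers as strong as hits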
Target sequence (Q9HC16 whole entry, looked up): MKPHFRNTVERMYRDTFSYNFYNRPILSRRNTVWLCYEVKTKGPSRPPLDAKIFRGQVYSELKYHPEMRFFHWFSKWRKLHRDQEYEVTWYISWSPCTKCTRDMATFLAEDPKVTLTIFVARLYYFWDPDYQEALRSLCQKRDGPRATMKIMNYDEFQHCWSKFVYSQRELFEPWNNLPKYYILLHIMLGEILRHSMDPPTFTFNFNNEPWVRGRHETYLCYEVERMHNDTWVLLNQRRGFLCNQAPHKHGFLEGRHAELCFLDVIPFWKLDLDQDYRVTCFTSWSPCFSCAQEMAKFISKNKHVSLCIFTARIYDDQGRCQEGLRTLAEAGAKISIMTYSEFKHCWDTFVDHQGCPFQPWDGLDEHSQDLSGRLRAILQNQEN
SENP8 block-1: SENP8 protease inhibition | Q96LD8 | actives 1.2% (n = 330,000) | inhibition, % at 10 µM | purified SENP8, Z-RLRGG-aminoluciferin cleavage, luminescence | AID 2540; in the data active = inhibition above about 50%
Target sequence (Q96LD8 whole entry, looked up): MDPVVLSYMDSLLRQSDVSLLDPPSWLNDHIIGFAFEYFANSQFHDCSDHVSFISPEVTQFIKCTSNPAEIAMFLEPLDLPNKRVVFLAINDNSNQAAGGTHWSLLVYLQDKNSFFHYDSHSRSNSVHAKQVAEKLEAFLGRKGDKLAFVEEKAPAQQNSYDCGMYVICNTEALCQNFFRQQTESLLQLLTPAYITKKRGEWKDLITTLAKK
SENP7 inh: inhibitors of human SENP7 protease; Q9BQF6; recombinant SENP7, Z-RLRGG-aminoluciferin luminescence, 40 min; inhibition, % at 5 µM; actives 1.5% (n = 330,000); AID 434973;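 active = inhibition above about 50% at the single test dose, limit read from the data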;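 note: plate controls were DMSO with enzyme for no effect and no enzyme buffer wells for full effect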
Target sequence (Q9BQF6 706-1050 limits assumed): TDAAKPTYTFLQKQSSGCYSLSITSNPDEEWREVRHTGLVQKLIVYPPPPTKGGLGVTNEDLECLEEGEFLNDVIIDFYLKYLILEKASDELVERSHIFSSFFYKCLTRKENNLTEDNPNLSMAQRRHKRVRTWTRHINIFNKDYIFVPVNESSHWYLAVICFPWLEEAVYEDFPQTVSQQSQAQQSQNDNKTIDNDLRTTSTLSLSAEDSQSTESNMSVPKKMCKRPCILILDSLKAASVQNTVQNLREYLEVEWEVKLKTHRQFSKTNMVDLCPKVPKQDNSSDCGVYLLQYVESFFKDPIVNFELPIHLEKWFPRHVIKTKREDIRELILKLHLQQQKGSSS
SENP6 inh: inhibitors of human SENP6 protease; Recombinant SENP6 catalytic domain, aminoluciferin luminescence; inhibition, % at 10 µM; actives 1.8% (n = 330,000); AID 2599;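 active = inhibition above about 50% at the single tested dose, limit read from the data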;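 note: plate controls were DMSO wells with enzyme for no effect and DMSO wells lacking enzyme for full effect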
UBC13 polyUb: blocks human UBC13 polyubiquitin chain formation. P61088. TR-FRET. inhibition, % at 20 µM. actives 0.47% (n = 330,000). AID 485273; in the data active = inhibition above about 45%, passing the limit was not always enough
SENP8 block-2: blocks human SENP8 cleavage of Nedd8 substrate | AID 602440 | inhibition, % at 20 µM | actives 0.64% (n = 360,000) | recombinant SENP8, Nedd8 substrate fluorescence | Q96LD8; in the data active = inhibition mostly above about 40%, no sharp cut-off; inactive = mostly below about 27%
SENP1 FRET inh: inhibitors of human SENP1 SUMO protease catalytic domain. recombinant SENP1 catalytic domain, CyPet-SUMO1-YPet FRET cleavage. inhibition, % at 10 µM. AID 624204. actives 0.21% (n = 360,000);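 active = inhibition at least 30% at 10 µM, raw YFP signal under a set limit, fluorescence ratio 0.5 to 1.5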;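 note: 0% = enzyme with DMSO and 100% = no enzyme wells; some results filed as inactive read as strong as hits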
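Assay system – human recombinant His6-tagged SENP1 catalytic domain enzyme · Input – SENP1 enzyme, 20 pM final · Buffer or medium – Tris pH 8 buffer plus EDTA, NaCl, BME, BSA, NP40, catalase · Schedule – 50 min reaction at room temperature · Technique – FRET read of cyan and yellow fluorescence · Control set – no-enzyme wells low, DMSO-plus-enzyme wells high control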
Numbers without * were called inactive; i = inactive.

SMILES	Apaf-1 inh	APOBEC3G inh	SENP8 block-1	SENP7 inh	SENP6 inh	UBC13 polyUb	SENP8 block-2	SENP1 FRET inh
COc1cc(C(=O)Nc2ccc(NC(=O)c3cccc(Cl)c3)nc2)cc(OC)c1OC	15	-12	-13	-5	-10	2	-1	0
Cc1cccc2sc(NC(=O)CCNS(=O)(=O)c3cccc4nonc34)nc12	14	-8	1	-2	-7	0	27	4
COC(=O)Cn1c2[n+](c3ccccc31)CC(O)CS2 (stereo unspecified)	-3	0	4	7	-7	10	11	2
COc1ccc(C(=O)N/N=C/c2ccccc2OC(=O)c2ccccc2)cc1	5	-6	14	4	6	-5	21	1
CCOc1ccc(N2CC(C(=O)Nc3ccc(S(=O)(=O)NCC4CCCO4)cc3)CC2=O)cc1 (stereo unspecified)	9	-11	3	-1	-7	3	14	3
CC1=CCC(C(=O)O)(C(=O)N/N=C/c2cccs2)C(c2ccc(F)cc2)C1 (stereo unspecified)	2	-2	6	3	9	-3	13	1
CC(C)N1CCc2c(sc(NC(=O)Cc3ccccc3)c2C#N)C1	4	-7	-5	-6	-8	-2	-55	-34
CCc1ccc(C(=O)N/N=C/c2ccncc2)s1	-15	-8	-4	-11	-18	5	5	2
O=C(NCCC1=CCCCC1)c1cc(S(=O)(=O)N2CCOCC2)c(Cl)cc1Cl	11	-8	-7	2	-2	1	14	2
CC(C)(C)c1ccc(C2=CSC3=NCCN23)cc1	-5	-7	-7	-6	-2	14	7	1
COc1ccc(C(=O)NC(C)Cc2cnccn2)cc1OC1CCN(C(C)C)CC1 (stereo unspecified)	0	-7	-1	6	-4	5	4	-5
CCOC(=O)c1cc(S(=O)(=O)NC2CCCCC2)cn1C	-8	-7	9	-2	4	0	5	0
Cc1cc(N=Nc2ccccc2C(=O)O)c(C)c(C)c1O	13	8	7	12	33	-297	29	33*
COc1cc(C(=O)Oc2cccc(/C=N/NC(=O)c3cc(C)[nH]n3)c2)cc(OC)c1OC	10	-2	2	-2	-15	-2	1	1
Cc1ccc(NC(=O)CCc2c(C)nc3ncnn3c2C)cc1	13	-6	-5	-6	-16	-5	-4	1
CCOC(=O)c1cc(NC(=O)CSc2nnc(CN3CCOCC3)n2C)ccc1Cl	3	-5	0	6	-19	5	12	3
CC1CN(C(=O)c2cccc(Oc3ccccc3)c2)CC(C)O1 (stereo unspecified)	0	-3	-2	3	-10	3	6	0
O=C(CN1CCCN(Cc2ccc(F)cc2Cl)C1=O)NCc1ccccc1	0	0	-2	2	-7	4	20	0
COc1ccnc(NCc2cccc(C(F)(F)F)c2)c1C#N	-1	0	-2	1	10	8	-60	0
CC1=C(C(N)=O)C(c2cccs2)n2nc(-c3cccc(C)c3)nc2N1 (stereo unspecified)	7	0	-4	7	-6	10	-23	-3
CCSCc1nnc(SCC(=O)Nc2ccc(OC)cc2)n1C	1	18	-4	2	-9	-1	8	0
CCc1ccc(NC(=O)c2n[nH]c(=O)c3ccccc23)cc1	11	-9	-19	13	-12	-8	25	1
CC(=O)N(CN1C(=O)c2ccccc2C1=O)c1ccc2c(c1)oc1ccccc12	-5	-5	-2	-6	-13	6	13	0
COc1ccccc1CNC(=O)CCCn1nc(C)c2c(C)n(-c3ccccc3)nc2c1=O	1	-4	4	7	-2	1	13	-1
COc1ccccc1CC(=O)NNC(=O)CN(C)S(=O)(=O)c1ccc(Cl)cc1	8	-1	-2	-1	-12	3	15	3
COC(=O)c1cccc(NC(=O)CN2CCN(Cc3ccccc3)CC2)c1	14	-1	-2	1	-17	-2	8	-3
Cc1cccnc1NC(=O)c1c(O)c2ccccc2n(C)c1=O	3	0	-11	2	-1	21	-13	-1
COc1cccc(C(=O)O/N=C/c2ccc(Sc3ccc(C)cc3)nc2)c1	6	-7	-8	10	-13	-3	-50	2
CCN(CC)S(=O)(=O)c1cccc(NC(=O)c2ccc(Sc3nncn3C)c([N+](=O)[O-])c2)c1	11	-6	-8	3	3	-17	4	-4
CCCCCCCCC(=O)NCCOc1ccccc1	6	4	-6	11	-9	-1	7	1
Cc1nn(C(=O)c2nn(C)cc2[N+](=O)[O-])c(C)c1Cl	3	-6	-6	-8	-1	1	14	1
CC(=O)Nc1ccc(NC(=O)C(C)OC(=O)c2ccccc2C(=O)c2ccc(Cl)c([N+](=O)[O-])c2)cc1 (stereo unspecified)	11	-2	3	1	0	-6	7	2
NC1=NC(=O)/C(=C/c2ccsc2)S1	-11	-9	-1	-2	0	-19	10	-1
Cc1ccc2nc(N3CCN(C)CC3)c(C#N)cc2c1	13	-2	-5	-5	6	2	-153	-51
CCOCCCNC(c1ccccc1)c1ccncc1 (stereo unspecified)	1	-4	6	6	17	1	-111	0
CC1(C)CC(=O)c2cnc3nc4ccccc4n3c2C1	2	-3	-5	4	-10	-11	-25	-3
CC(C)(C)C(=O)CNS(=O)(=O)c1ccc(S(=O)(=O)NC2CC2)cc1	-8	0	5	4	-11	-3	7	1
CN1/C(=C\C(=O)COC(=O)Cn2nnc(-c3ccccc3)n2)C(C)(C)c2ccccc21	13	3	-2	5	-12	-3	-401	-2
CCCC1Cc2c(sc3ncnc(N)c23)CO1 (stereo unspecified)	5	0	-6	-11	-22	33	i	-55
O=C(NNC(=O)C12CC3CC(CC(C3)C1)C2)c1cnccn1	4	1	-1	13	-19	1	20	0

Reformatted as a markdown table: part of the list above
| SMILES | Apaf-1 inh | APOBEC3G inh | SENP8 block-1 | SENP7 inh | SENP6 inh | UBC13 polyUb | SENP8 block-2 | SENP1 FRET inh |
| --- | --- | --- | --- | --- | --- | --- | --- | --- |
| COc1ccccc1CNC(=O)CCCn1nc(C)c2c(C)n(-c3ccccc3)nc2c1=O | 1 | -4 | 4 | 7 | -2 | 1 | 13 | -1 |
| COc1ccccc1CC(=O)NNC(=O)CN(C)S(=O)(=O)c1ccc(Cl)cc1 | 8 | -1 | -2 | -1 | -12 | 3 | 15 | 3 |
| COC(=O)c1cccc(NC(=O)CN2CCN(Cc3ccccc3)CC2)c1 | 14 | -1 | -2 | 1 | -17 | -2 | 8 | -3 |
| Cc1cccnc1NC(=O)c1c(O)c2ccccc2n(C)c1=O | 3 | 0 | -11 | 2 | -1 | 21 | -13 | -1 |
| COc1cccc(C(=O)O/N=C/c2ccc(Sc3ccc(C)cc3)nc2)c1 | 6 | -7 | -8 | 10 | -13 | -3 | -50 | 2 |
| CCN(CC)S(=O)(=O)c1cccc(NC(=O)c2ccc(Sc3nncn3C)c([N+](=O)[O-])c2)c1 | 11 | -6 | -8 | 3 | 3 | -17 | 4 | -4 |
| CCCCCCCCC(=O)NCCOc1ccccc1 | 6 | 4 | -6 | 11 | -9 | -1 | 7 | 1 |
| Cc1nn(C(=O)c2nn(C)cc2[N+](=O)[O-])c(C)c1Cl | 3 | -6 | -6 | -8 | -1 | 1 | 14 | 1 |
| CC(=O)Nc1ccc(NC(=O)C(C)OC(=O)c2ccccc2C(=O)c2ccc(Cl)c([N+](=O)[O-])c2)cc1 (stereo unspecified) | 11 | -2 | 3 | 1 | 0 | -6 | 7 | 2 |
| NC1=NC(=O)/C(=C/c2ccsc2)S1 | -11 | -9 | -1 | -2 | 0 | -19 | 10 | -1 |
| Cc1ccc2nc(N3CCN(C)CC3)c(C#N)cc2c1 | 13 | -2 | -5 | -5 | 6 | 2 | -153 | -51 |
| CCOCCCNC(c1ccccc1)c1ccncc1 (stereo unspecified) | 1 | -4 | 6 | 6 | 17 | 1 | -111 | 0 |
| CC1(C)CC(=O)c2cnc3nc4ccccc4n3c2C1 | 2 | -3 | -5 | 4 | -10 | -11 | -25 | -3 |
| CC(C)(C)C(=O)CNS(=O)(=O)c1ccc(S(=O)(=O)NC2CC2)cc1 | -8 | 0 | 5 | 4 | -11 | -3 | 7 | 1 |
| CN1/C(=C\C(=O)COC(=O)Cn2nnc(-c3ccccc3)n2)C(C)(C)c2ccccc21 | 13 | 3 | -2 | 5 | -12 | -3 | -401 | -2 |
| CCCC1Cc2c(sc3ncnc(N)c23)CO1 (stereo unspecified) | 5 | 0 | -6 | -11 | -22 | 33 | i | -55 |
| O=C(NNC(=O)C12CC3CC(CC(C3)C1)C2)c1cnccn1 | 4 | 1 | -1 | 13 | -19 | 1 | 20 | 0 |

(cont.)
SMILES	Apaf-1 inh	APOBEC3G inh	SENP8 block-1	SENP7 inh	SENP6 inh	UBC13 polyUb	SENP8 block-2	SENP1 FRET inh
CCc1nc2ccccc2c(C(=O)OCC(=O)NC2CC2)c1C	-1	-2	6	3	11	12	10	0
CCCc1cc(=O)c2c(O)cccc2o1	-21	-8	1	5	-3	10	17	1
Cc1ccc(CN2CC(C(=O)Nc3ccc(S(=O)(=O)N4CCCCC4)cc3)CC2=O)cc1 (stereo unspecified)	14	2	-7	-12	-2	-3	3	-2
Cc1nnc(NC(=O)c2c(F)c(F)c(F)c(F)c2F)s1	0	-4	-6	-9	-33	-2	8	1
COc1ccc(OC)c(S(=O)(=O)N2CCC(C(=O)Nc3cccc(C)c3C)CC2)c1	10	-4	1	-5	2	-4	16	0
CCc1ccc(NC(=O)N2CCN(C(=O)C3CCCO3)CC2)cc1 (stereo unspecified)	4	-5	6	0	-5	-2	6	1
S=C(Nc1ccc(OCc2ccccc2)cc1)Nc1cccc(Cl)c1Cl	0	0	-5	4	-6	-8	0	3
O=C(NCc1ccccn1)C1CCN(S(=O)(=O)c2ccccc2)CC1	-7	-3	2	2	7	5	16	0
Cc1ccc(-n2nc3c(c2NC(=O)c2ccc(S(=O)(=O)N4CCOCC4)cc2)CSC3)c(C)c1	9	-3	-5	1	-3	-9	11	1
O=C(NC1CCCCCC1)C(Cc1ccccc1)n1cccc1 (stereo unspecified)	-10	-6	1	4	0	14	18	1
Cc1cccc(N(C(=O)Cn2nnc(-c3ccccc3F)n2)C(C(=O)NC(C)(C)C)c2ccncc2)c1 (stereo unspecified)	16	-3	5	2	6	3	1	1
Cc1ccsc1C(=O)NCc1ccccc1Cl	1	-6	2	2	-17	3	8	0
Nc1nc(-c2cc(-c3ccccc3)no2)cs1	0	-10	95*	96*	96*	4	-7	-2
COc1ccc2nc(NC(=O)CSc3nccc(C)n3)sc2c1	9	0	-1	1	3	2	6	-1
O=C(NCc1ccccc1)C1CCCN(S(=O)(=O)c2cccnc2)C1 (stereo unspecified)	-6	-4	1	1	10	7	16	-1
OCC1CCCC(n2cnc3c(=S)nc[nH]c32)O1 (stereo unspecified)	-9	-8	0	4	9	4	21	0
CCOC(=O)N1CCC(NC(=O)C2CCCN2C(=O)OCc2ccccc2)CC1 (stereo unspecified)	-13	-4	5	7	15	3	22	2
CCCNC(=O)N1CCN(S(=O)(=O)c2ccc(C)cc2)CC1	1	4	-2	5	-18	6	16	-1
O=[N+]([O-])c1ccc(OCCO)nc1	-3	-6	-1	0	-12	0	6	2
CC(C)(C)c1cc(NC(=O)C2CCCO2)no1 (stereo unspecified)	-9	-8	-3	9	21	0	13	1
Cc1ccc(-n2nnc3c(=O)n(CC(=O)N4CCOCC4)cnc32)cc1	-10	-7	2	-9	-4	7	16	1
COc1ccc2c(COC(=O)[C@@H]3CCCN3S(=O)(=O)c3ccc(Cl)cc3)cc(=O)oc2c1	23	-6	-5	-1	-13	10	-441	-15

High-throughput results: PubChem, Sanford-Burnham Center for Chemical Genomics
